# Assay outcomes from PubChem.
# 14-3-3g Raf = modulators of 14-3-3 gamma protein binding, primary screen, biochemical, fluorescence polarization. 0.19% of 160,000 active. AID 422, 2006. FP, 14-3-3gamma / TMR-pS259-Raf peptide binding. inhibition, % at 40 µM; in the data active means inhibition above about 30%;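 further: 0% = protein plus tracer without compound and 100% = blank with tracer alone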
# Target sequence (P61981 whole entry, looked up): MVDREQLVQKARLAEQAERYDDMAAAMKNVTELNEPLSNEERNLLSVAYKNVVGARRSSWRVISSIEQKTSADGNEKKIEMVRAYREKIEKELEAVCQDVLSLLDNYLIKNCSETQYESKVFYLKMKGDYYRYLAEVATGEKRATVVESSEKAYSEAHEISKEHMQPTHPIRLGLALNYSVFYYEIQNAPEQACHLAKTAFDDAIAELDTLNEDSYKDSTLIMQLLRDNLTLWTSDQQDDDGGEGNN
# * hit, by the source's call; & = joins results of further samples. Not all compounds are listed. The share of hits here may be higher or lower than overall.
entry	Structure	14-3-3g Raf
1	CCN(CC)S(=O)(=O)c1ccc(Cl)c(C(=O)NC2CCCC2)c1	5
2	O=C(C1CCN(Cc2ccc(OCc3ccccc3)cc2)CC1)N1CCCC1	0
3	O=C(Nc1nnc(-c2ccc(Br)cc2)s1)c1cccc(C(F)(F)F)c1	15
4	COc1ccccc1NC(=O)Cn1cnc2c(cnn2-c2ccc(C)c(C)c2)c1=O	-13
5	Cc1ccc(-n2c(C)ccc2-c2ccccc2)cc1C	-12
6	CCSc1nc2ccccc2n1CC(=O)N1CCCCC1	-10
7	CC(C)CN1C(=O)C(=O)/C(=C(/O)c2ccc(Cl)cc2)C1c1cccc(F)c1 (configuration not stated)	-4
8	C=CCCC(C)(O)C#CCN1CCCCC1 (configuration not stated)	1
9	CCC(=O)Nc1nc(C)c(-c2csc(Nc3cc(OC)ccc3OC)n2)s1	3
10	CCc1ccc(C2CC(c3ccccc3C)n3nc(N)nc3N2)cc1 (configuration not stated)	-4
11	COc1ccc(CNCCC(c2ccccc2)c2ccco2)cc1 (configuration not stated)	-12
12	CCCCNC(=O)OC1CCS(=O)(=O)C1 (configuration not stated)	5
13	N#CC[n+]1cc(-c2ccc(Cl)cc2)n2c1CCC2	-2
14	Cn1cc(SCC(=O)N2CCN(c3ccccc3)CC2)c2ccccc21	-3
15	Cn1c(=O)c2cc(S(=O)(=O)NC(C(=O)N3CCCCCC3)c3ccccc3)ccc2n(C)c1=O (configuration not stated)	6

# Gathered by group, the compounds so far containing fluorine
entry	Structure	14-3-3g Raf
3	O=C(Nc1nnc(-c2ccc(Br)cc2)s1)c1cccc(C(F)(F)F)c1	15
7	CC(C)CN1C(=O)C(=O)/C(=C(/O)c2ccc(Cl)cc2)C1c1cccc(F)c1 (configuration not stated)	-4

# Going on with the list.
entry	Structure	14-3-3g Raf
16	Cc1nc2cc(NC(=O)c3ccccc3Cl)ccc2n1-c1ccccc1	-10
17	CCn1c(SCCOc2ccc(OC)cc2)nnc1C(CO)NC(=O)c1ccc(OC)cc1 (configuration not stated)	-5
18	CCCOC(=O)c1ccc(NC(C)=O)cc1	-3
19	COC(=O)c1sc2cc([N+](=O)[O-])ccc2c1N	-7
20	Cc1nc2ccccc2n2c(O)c(CC(=O)O)cc12	-27
21	CCOc1cc(C2C3=C(CC(C)(C)CC3=O)Nc3ccccc3N2C(=O)c2ccccc2)ccc1O (configuration not stated)	-8
22	C=CCOC(=O)C1=C(C)N=C2SC(C)C(=O)N2C1c1ccc(OCC)cc1 (configuration not stated)	-8
23	c1cncc(-c2cc(-c3ccncc3)nc3ccc4ccccc4c23)c1	-3
24	COC(=O)CCN(C1CCCCC1)S(=O)(=O)c1ccc(S(=O)(=O)N2CCCCC2)cc1	3
25	COc1cccc(CC(C(=O)Nc2cc(C)ccc2C)c2nn[nH]n2)c1OC (configuration not stated)	-4
26	O=C1c2ccccc2C(=O)N1CCCCn1c(=O)oc2ccccc21	0
27	O=C(NCCCN1CCc2ccccc2C1)C1CCN(c2nnc(-n3cccc3)s2)CC1	-12
28	O=C1c2ccccc2S(=O)(=O)N1CC(O)COc1ccc(Cl)cc1 (configuration not stated)	-2
29	CCc1nn(C(C)C(=O)Nc2cccc(C)c2C)c(=O)c2cc3occc3n12 (configuration not stated)	-6
30	O=C(c1cc2nc(-c3ccccc3)cc(-c3ccccc3)n2n1)N1CCN(c2ccccc2)CC1	-1
31	O=C(Nc1ccc2ccccc2c1)C(c1ccccc1)c1ccccc1	-5
32	CCN(C(=O)CCC(=O)Nc1ccc2nc(N3CCCCC3)cc(C)c2c1)c1cc(C)ccc1C	7
33	c1ccc(C2CC3CC(c4ccccc4)N2O3)cc1 (configuration not stated)	-1
34	COc1cccc(N(CC(=O)Nc2cccc(N(C)S(C)(=O)=O)c2)S(C)(=O)=O)c1	2
35	CC1CCN(C(=O)CSc2nnc3sc4ccccc4n23)CC1	-11
36	CN1CCN(C(=O)c2cc3c(=O)[nH]c4ccccc4c3s2)CC1	2
37	COc1ccc(OC)c(NC(=O)CCN2CCCCC2)c1	3
38	CCOC(=O)C1CCCN(C(=O)Cn2cnc3sc(C)c(S(=O)(=O)N4CCC(C)CC4)c3c2=O)C1 (configuration not stated)	-1
39	CNC(=O)C(O)C(C)(C)CO (configuration not stated)	1
40	O=C(CCN1C(=O)c2ccccc2C1=O)Nc1ccccc1Cl	9
41	COc1ccc(N(CC(=O)NC23CC4CC(CC(C4)C2)C3)S(=O)(=O)c2ccccc2)cc1	-14
42	Nc1c(C(=O)N2CCCCC2)nnn1-c1ccccc1	-2
43	COc1cc(C2C(C(=O)Nc3ccc(F)cc3)=C(C)NC3=C2C(=O)CCC3)ccc1O (configuration not stated)	3
44	Cc1c(N(CC(=O)O)S(=O)(=O)c2ccccc2)c(=O)n(-c2ccccc2)n1C	-4
45	CCOC(=O)C(CC)Oc1ccc2c(C)cc(=O)oc2c1 (configuration not stated)	-3

# Part of the list above, with each value named:
15. Cn1c(=O)c2cc(S(=O)(=O)NC(C(=O)N3CCCCCC3)c3ccccc3)ccc2n(C)c1=O (configuration not stated)
  14-3-3g Raf: 6

23. c1cncc(-c2cc(-c3ccncc3)nc3ccc4ccccc4c23)c1
  14-3-3g Raf: -3

43. COc1cc(C2C(C(=O)Nc3ccc(F)cc3)=C(C)NC3=C2C(=O)CCC3)ccc1O (configuration not stated)
  14-3-3g Raf: 3

4. COc1ccccc1NC(=O)Cn1cnc2c(cnn2-c2ccc(C)c(C)c2)c1=O
  14-3-3g Raf: -13

# Further results
entry	Structure	14-3-3g Raf
46	Cc1ccc(S(=O)(=O)N2CCCCC2C(=O)N2CCCCCC2)cc1 (configuration not stated)	-8
47	Cc1ccc(C(=O)Nc2ccccc2)cc1S(=O)(=O)Nc1ccc(C(=O)O)cc1	13
48	O=C(CSc1nnc(-c2ccccc2)n1Cc1ccccc1)N1CCCC1	2
49	O=C(CN1CCN(CC(=O)Nc2cccc(F)c2)CC1)Nc1ccc(Cl)cc1	-16
50	Cc1ccc(S(=O)(=O)Cn2nnnc2C(C(C)C)N2CCN(Cc3ccco3)CC2)cc1 (configuration not stated)	-8
51	COC(=O)COc1ccc(S(=O)(=O)Nc2ccc(C(N)=O)cc2)cc1	0
52	O=C(c1cc(-c2ccncc2)nc2ccc(Br)cc12)N1CCN(c2ccccn2)CC1	-4
53	Cc1csc(NC(=O)CSc2nnc(-c3ccncc3)n2C)n1	-3
54	CCC1CCCCN1C(=O)CSc1ncnc2c1oc1ccccc12 (configuration not stated)	-5
55	COc1ccccc1N1CCN(C(=O)c2ccc(S(=O)(=O)N3CCCCCC3)cc2)CC1	-4
56	CCOc1ccccc1C1C(C#N)=C(N)Nc2onc(-c3ccccc3)c21 (configuration not stated)	-1
57	Cc1cc(=O)oc(C)c1C(=O)N(C)Cc1ccccc1	-124
58	COc1cc(NC(=O)CSc2nc3ccccc3c(=O)n2C)ccc1NC(=O)c1ccco1	-8
59	CCC(C)NC(=O)c1cc(-c2ccc(OC)cc2)on1 (configuration not stated)	8
60	COc1ccc(C2C3=C(Nc4ncnn42)c2ccccc2OC3c2ccccc2OC)cc1 (configuration not stated)	5
61	Clc1ccc2c(c1)C(N1CCNCC1)=Nc1ccccc1O2	0&-10
62	COc1cc2cc(CN(Cc3nnnn3Cc3ccco3)C3CCCCC3)c(=O)[nH]c2cc1OC	-10
63	Cc1cc(NC(=O)CCN2C(=O)C3C4C=CC(C4)C3C2=O)n[nH]1 (configuration not stated)	0
64	NC1(C(=O)O)CCc2cc(C(=O)O)ccc21 (configuration not stated)	-2
65	Cc1cc(C(=O)CSc2nnc3ccccn23)c(C)n1-c1ccccc1	-18
66	Cc1occc1C(=O)NC(C)c1ccc2c(c1)OCO2 (configuration not stated)	7
67	CCOC(=O)c1ccccc1N1C(=O)C2C(C1=O)C1C=CC2C12CC2 (configuration not stated)	-7
68	C=CCSc1nnc2c(n1)OC(c1ccc(OCC)c(C)c1)N(C(C)=O)c1ccccc1-2 (configuration not stated)	-18
69	Cc1cc(C)c(NS(=O)(=O)c2ccccc2[N+](=O)[O-])c(C)c1	-14
70	CCOC(=O)c1cc2sccc2n1Cc1ccc(C#N)cc1	-9
71	O=C(Nc1cc([N+](=O)[O-])ccc1C(=O)Nc1ccccn1)c1ccccc1	4
72	CC1(C)Cc2nc(N)c(C(=O)O)cc2CO1	4
73	Cc1ccc(-c2csc(-c3cc4cc(Br)ccc4oc3=O)n2)cc1	-6
74	CC(=O)C1=C(C)Nc2ncnn2C1c1ccncc1 (configuration not stated)	-11
75	Cc1cc(C)n(-c2nc3c(c(=O)[nH]c(=O)n3C)n2C)n1	-4

# Pulled by structure from the list above (6):
entry	Structure	14-3-3g Raf
64	NC1(C(=O)O)CCc2cc(C(=O)O)ccc21 (configuration not stated)	-2
65	Cc1cc(C(=O)CSc2nnc3ccccn23)c(C)n1-c1ccccc1	-18
62	COc1cc2cc(CN(Cc3nnnn3Cc3ccco3)C3CCCCC3)c(=O)[nH]c2cc1OC	-10
61	Clc1ccc2c(c1)C(N1CCNCC1)=Nc1ccccc1O2	0&-10
68	C=CCSc1nnc2c(n1)OC(c1ccc(OCC)c(C)c1)N(C(C)=O)c1ccccc1-2 (configuration not stated)	-18
74	CC(=O)C1=C(C)Nc2ncnn2C1c1ccncc1 (configuration not stated)	-11

# The listing continues.
entry	Structure	14-3-3g Raf
76	CC(=O)Oc1ccccc1N1C(=O)c2ccc([N+](=O)[O-])cc2C1=O	-3
77	CC(NC(=O)c1ccc2c(c1)N(Cc1cccc(Cl)c1)C(=O)CS2)c1ccccc1 (configuration not stated)	-1
78	CCOC(=O)C1C(=O)CC(C)(O)C(C(=O)OCC)C1c1cccc(OC)c1 (configuration not stated)	0
79	COc1ccccc1-n1cnnc1SCC(=O)Nc1ncc(Cl)cc1Cl	-4
80	CCC1CCCCN1C(=O)CSc1nnc(-c2ccc(Cl)cc2)o1 (configuration not stated)	-5
81	Cc1c2c(nc3c(C(=O)NC4CCCCC4C)cnn13)CCCC2 (configuration not stated)	4&-2
82	O=C1C2CC=CCC2C(=O)N1c1ccc(N2CCN(Cc3ccccc3)CC2)c([N+](=O)[O-])c1 (configuration not stated)	3
83	CCC(C)N1C(=O)CCC1C(=O)N1CCN(c2ccc(F)cc2)CC1 (configuration not stated)	-4
84	Cc1[nH]c2ccc(-c3nnc(SCC(=O)c4ccc(F)cc4)o3)cc2c1C	-3
85	CC1=C(C(=O)N(C)C)C(c2ccc(Cl)c(Cl)c2)NC(=O)N1 (configuration not stated)	-2
86	COC(=O)C1=C(C)Nc2nc(SCc3ccccc3)[nH]c(=O)c2C1c1ccncc1 (configuration not stated)	-16
87	CC(=O)c1cc(C#N)c(SCCC(C)C)nc1C	-7
88	Clc1ccc(-c2nnc(SCc3ccon3)o2)c(Cl)c1	-3
89	O=C(CN1C(=O)c2ccccc2S1(=O)=O)NCC1CCCO1 (configuration not stated)	2
90	O=C(CSc1nc2c(c(=O)n1-c1ccc(Cl)cc1)SCC2)NCc1ccco1	-17
91	O=C1CSC(c2ccccc2)N1CC12CC3CC(CC(O)(C3)C1)C2 (configuration not stated)	-2&-5
92	O=C1C=Cc2cc(Br)ccc2C1=O	-74
93	CCOc1ccc2nc(NC(=O)C(C)(C)C)sc2c1	-12
94	C[n+]1ccc(C=Cc2c[nH]c3ccccc23)cc1	-52
95	COc1cc(OC)cc(C(=O)Nc2ccc(S(=O)(=O)Nc3nccs3)cc2)c1	-21
96	Cc1cc(NC(=O)NCC(F)(F)F)no1	-10
97	CCOC(=O)Cc1nnc(NC(=O)C(CC)Sc2nc(C)cc(=O)[nH]2)s1 (configuration not stated)	3
98	CCN(CC)c1ccc(NC(=O)CNS(=O)(=O)c2cccs2)c(C)c1	-14
99	Cn1c2c(c(=O)n(C)c1=O)C(NC(=O)c1cccs1)(C(F)(F)F)C(=O)N2 (configuration not stated)	10
100	CC1(C)CC(=O)C2=C(C1)c1c(ccc3ccccc13)NC2c1ccccc1 (configuration not stated)	6
101	CCOC(=O)c1c(NC(=O)c2ccc([N+](=O)[O-])c(C)c2)sc2c1CCC(CC)C2 (configuration not stated)	0
102	CN(C(=O)c1ccc2c(c1)OCO2)C1(C(=O)NC2CCCC2)CCCCC1	-3
103	CC(=O)Nc1cc(C(=O)NC(C)C)ccc1Sc1ccc(C)cc1	-13
104	COc1ccccc1N(CC(=O)NC1CCCC1)C(=O)c1csnn1	-4
105	Cc1nc2nc(C)c(CCC(=O)Nc3ccc4c(c3)OCO4)c(C)n2n1	-7
106	O=c1ccc2ccc(OCc3ccc([N+](=O)[O-])cc3)cc2o1	0
107	Nc1ccc2nc(-c3ccc(C(=O)O)cc3)[nH]c2c1	9
108	C=CCN1C(=O)c2ccccc2C1=O	-3
109	O=C(CSC1=Nc2ccccc2C2=NC(c3ccccc3)C(=O)N12)Nc1cc(C(F)(F)F)ccc1Cl (configuration not stated)	-59
110	CCc1cccc(NC(=O)CCNS(=O)(=O)c2cccc3nsnc23)c1	-5
111	COc1ccc(CNC2CCCCC2C)c(OC)c1 (configuration not stated)	-3
112	COc1ccc(-n2c(=O)c3ccccc3n(Cc3cc(=O)n4ccccc4n3)c2=O)cc1OC	-7
113	COc1ccc(N=c2scc(-c3ccccc3)n2-c2ccccc2)cc1	-7
114	CC1CCN(C(=O)CSc2nnc(Cn3c(=O)sc4ccccc43)n2C)CC1	-2
115	Cc1cc(NC(=O)c2cc(-c3cccc(Cl)c3)on2)no1	-3
116	O=C(CC(NCc1ccco1)C(=O)O)Nc1ccccc1 (configuration not stated)	2
117	Cc1cc2ccccc2n1CCNC(=O)COc1ccccc1	-15&-3
118	Cc1noc(C)c1CSc1nnc(-c2ccncc2)n1-c1ccc(Cl)c(Cl)c1	-3
119	CCOC(=O)c1ccc(NC(=O)CSC2=NC(=O)C(CC)C(=O)N2)cc1 (configuration not stated)	-5
120	CCOC(=O)c1cccnc1SCC(=O)Nc1ccc(C)cc1	-138
121	CCCOc1ccc(-c2nn(-c3ccccc3)cc2C2NC(=O)NC(C)=C2C(=O)OCC)cc1 (configuration not stated)	4
122	CCSc1nnc2c(n1)OC(c1cc(OC(C)=O)ccc1Cl)N(C(C)=O)c1ccccc1-2 (configuration not stated)	-2
123	O=C(C1CCC(Cn2c(=S)[nH]c3ccccc3c2=O)CC1)N1CCC(Cc2ccccc2)CC1 (configuration not stated)	-5
124	CCOc1ccc(OCC)c(C2C(C#N)=C(N)N(c3cccnc3)C3=C2C(=O)CC(C)(C)C3)c1 (configuration not stated)	1
